PI4K2A block: PI4K2A (human) kinase inhibition; actives 0.13% (n = 420,000); Q9BTU6; AID 1346378; purified PI4K2A, ADP-Glo luminescence, 1 h; stronger effect = lower value; activity change, negative = inhibition, % at 76.9 µM; in the data active means activity change below about -50%; inconclusive means mostly about -30% to -49%;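 further: -100% = wells without enzyme as full effect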
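Compounds are screened against recombinant PI4K2A using PI as substrate and ATP, the latter dispensed at 300 microM. Reactions run one hour at ambient temperature before ADP-Glo detection; full inhibition defined by wells lacking enzyme.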
HP1b chromo inh: inhibitors of HP1-beta chromodomain binding to methylated histone tails; P83916; AlphaScreen HP1-beta / biotin-H3K9me3 peptide binding; Potency, µM (highest dose often 114 µM), for inactives: at the highest dose activity change, negative = inhibition, actives largely listed as inhibitors; actives 0.56% (n = 390,000); further: potency means the concentration at half of the fitted maximal effect; nearly all actives have a fitted effect of over 70% in size; inactives centre near 23
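AlphaScreen: HP1-beta (50 nM) preformed 30 min with biotin-H3(1-18)K9me3 peptide (50 nM) in PBS pH 7.4, 0.01% Tween-20. Compound added for 30 min at RT, then streptavidin donor/nickel chelate acceptor beads (10 ug/mL) for 30 min.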
ERG Ets-DNA blk: ERG Ets/DNA interaction inhibition. actives 0.028% (n = 370,000). Potency, µM (top dose mostly 76.9 µM), for inactives: top-dose FP activity, negative = inhibition, actives largely listed as inhibitors. P11308. fluorescence polarization, His-ERG Ets domain / labelled DNA; active means well fitted inhibition curve with a large enough effect in the polarisation, with a control signal flat; inconclusive means small, poorly fitted or top-dose-only effect, or effect the other way, or a change in a side signal; inactive means no such curve, though single readings can be large or run the other way; the % refers to the polarisation;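 further: polarization taken with two DNA probes labelled with fluorescein and Texas red; potency means the concentration at half of the fitted maximal effect; % of control where 0% means no effect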
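His-tagged ERG Ets domain (1 uM in the protein solution; 300mM KCl, 50mM Tris-HCl, 1mM EDTA, 1mM DTT, pH 7.5) received compound, then a probe mix of 5 nM fluorescein-DNA and 100nM Texas-615-DNA. Fluorescence polarization was read for both dyes.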
12-LOX inh: blocks human arachidonate 12S-lipoxygenase; actives 1.1% (n = 580,000); Potency, µM (doses to about 108 µM), inactives show top-dose activity change, negative = inhibition, actives largely listed as inhibitors; purified 12hLO, xylenol orange hydroperoxide absorbance; further: potency means the concentration at half of the fitted maximal effect; on the % scale 0 is the no-effect control and ±100 the full control effect
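Purified human 12hLO (150 nM final) in 25 mM Hepes, 0.01% Triton X-100, pH 7.0 was preincubated 15 min at room temperature with compound. Then 40 uM arachidonic acid was added, 30 min. Hydroperoxide was read by Fe-XO absorbance ratio 573/405 nm.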
G9a inh: G9a (human) methyltransferase inhibition. Q96KQ7. G9a H3K9 monomethylation, AlphaScreen, 2 h. Potency, µM (highest dose often 102 µM), without a hit: top-dose activity, negative = inhibition, usual class: inhibitors. actives 8.8% (n = 350,000). AID 504332; further: potency means the concentration at half of the fitted maximal effect; on the % scale 0 is the no-effect control and ±100 the full control effect; nearly all actives have a fitted effect of over 75% in size
Target sequence (Q96KQ7 913-1193 limits assumed): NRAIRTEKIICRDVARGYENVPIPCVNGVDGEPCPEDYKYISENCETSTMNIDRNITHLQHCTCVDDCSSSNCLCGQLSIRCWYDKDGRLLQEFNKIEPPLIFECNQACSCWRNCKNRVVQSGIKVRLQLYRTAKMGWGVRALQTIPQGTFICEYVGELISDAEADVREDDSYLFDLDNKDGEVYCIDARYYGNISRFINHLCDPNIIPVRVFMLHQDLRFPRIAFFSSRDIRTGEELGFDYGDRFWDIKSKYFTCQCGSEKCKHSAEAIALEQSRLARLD
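Compounds were preincubated with 20 nM G9a for 15 min, after which biotinylated H3K9 peptide (500 nM) and SAM (20 uM) started a 2 h room-temperature reaction. Monomethylated product was quantified by antibody-based AlphaScreen chemiluminescence.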
BAZ2B inh: inhibitors of human BAZ2B bromodomain; AlphaScreen BAZ2B-H3K14Ac peptide displacement; Potency, µM (doses to about 114 µM), for the others: at the highest dose activity change, negative = inhibition, hits mostly inhibitors; actives 4.4% (n = 360,000); further: potency means the concentration at half of the fitted maximal effect; on the % scale 0 is the no-effect control and ±100 the full control effect; nearly all actives have a fitted effect of over 60% in size
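Protein-peptide AlphaScreen: BAZ2B 50 nM, b-H3K14Ac 50 nM, 1x PBS pH 7.4 + 0.01% Tween-20. Preincubation 30 min RT; cpd 30 min RT (top 110 uM); beads 20 min RT, light-protected.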
JMJD2A Tudor inh: JMJD2A Tudor domain (human) inhibition. O75164. AlphaScreen JMJD2A-Tudor / H3K4me3 peptide binding. Potency, µM (titrated, usually from 114 µM), for the others: at the top dose activity change, negative = inhibition, actives largely listed as inhibitors. actives 4.4% (n = 390,000). AID 504339; further: potency means the concentration at half of the fitted maximal effect; on the % scale 0 is the no-effect control and ±100 the full control effect; nearly all actives have a fitted effect of over 50% in size
GLS inhibitor: blocks human kidney-isoform glutaminase activity. O94925. GLS enzymatic activity, qHTS titration. Potency, µM (doses to about 45.5 µM), for the others: at the highest dose activity change, negative = inhibition, most hits filed as inhibitors. actives 0.21% (n = 410,000); further: potency means the concentration at half of the fitted maximal effect; on the % scale 0 is the no-effect control and ±100 the full control effect
Target sequence (O94925 whole entry, looked up, canonical isoform): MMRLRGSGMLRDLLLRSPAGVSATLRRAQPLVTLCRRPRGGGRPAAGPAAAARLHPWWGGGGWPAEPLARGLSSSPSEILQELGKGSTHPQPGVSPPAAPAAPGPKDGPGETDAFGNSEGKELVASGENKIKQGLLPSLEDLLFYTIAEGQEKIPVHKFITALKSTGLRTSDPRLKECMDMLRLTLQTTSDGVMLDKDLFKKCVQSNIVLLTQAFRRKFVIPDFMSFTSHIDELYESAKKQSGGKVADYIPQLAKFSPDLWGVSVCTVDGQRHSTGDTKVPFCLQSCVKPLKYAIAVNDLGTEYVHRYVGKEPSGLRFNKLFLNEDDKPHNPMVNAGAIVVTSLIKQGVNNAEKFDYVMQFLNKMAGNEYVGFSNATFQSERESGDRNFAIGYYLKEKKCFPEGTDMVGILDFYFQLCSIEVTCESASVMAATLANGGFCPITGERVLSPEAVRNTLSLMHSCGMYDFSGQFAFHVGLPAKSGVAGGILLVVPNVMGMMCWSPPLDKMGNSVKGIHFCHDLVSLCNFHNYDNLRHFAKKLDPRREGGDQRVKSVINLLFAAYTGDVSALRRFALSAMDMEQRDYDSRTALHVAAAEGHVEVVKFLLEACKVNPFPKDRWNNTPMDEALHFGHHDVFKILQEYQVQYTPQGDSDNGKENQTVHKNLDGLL
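Compounds were pin-transferred onto hKGA, after which L-glutamine (1 mM solution) and a detection mix of glutamate oxidase, HRP and Amplex Red were added. Initial and 30 min RT fluorescence reads were collected.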
RGS4 inh: blocks human RGS4-accelerated GTP hydrolysis | AID 504845 | P49798 | Potency, µM (series often up to 114 µM), for inactives: at the top dose activity change, negative = inhibition, most hits filed as inhibitors | actives 0.039% (n = 390,000) | Transcreener GDP fluorescence polarization, RGS4-accelerated GTP hydrolysis; further: potency means the concentration at half of the fitted maximal effect; on the % scale 0 is the no-effect control and ±100 the full control effect; nearly all actives have a fitted effect of over 75% in size; some results filed as inactive show a strong effect at the top dose
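MLSMR compounds (23 nl, pin-transferred) preincubated 10 min at room temperature with a 500nM (2x) first reagent, then RGS4 at 900nM (2x) plus Transcreener GDP mix added; fluorescence polarization (620/688 nm) read before and after 90 min at 30 °C.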
* hit, by the source's call; u = inconclusive; x = not tested or not shown; [ ] = another dose, or the depositor's remark. Unless noted, the call rests on the fitted dose curve; in most records, active means well fitted curve in the direction sought with a large enough effect; inconclusive means small, poorly fitted or top-dose-only effect, or another doubt; inactive means no such curve, though single readings can be large; an effect the other way counts as inactive or inconclusive.

PI4K2A block	HP1b chromo inh	ERG Ets-DNA blk	12-LOX inh	G9a inh	BAZ2B inh	JMJD2A Tudor inh	GLS inhibitor	RGS4 inh	SMILES
1	19%	14%	-41%	-6%	-15%	-17%	27%	-8%	Cc1cc(C)c(S(=O)(=O)Nc2ccc3[nH]c(=O)[nH]c3c2)c(C)c1
6	19%	-3%	0%	3%	-19%	-3%	-14%	-1%	CCC1(C)Cc2ccccc2-c2nc[nH]c(=O)c21 (configuration not stated)
5	11%	-2%	u	27%	2%	-16%	-4%	-8%	CCOC(=O)CNC(=O)Cn1cnc2c(nnn2-c2ccc(OC)cc2)c1=O
2	44%[activator]	-2%	380%[activator]	25%[12.7 µM]	5%	1%	-1%	-2%	CCN(CC(=O)Nc1ccc(NC(C)=O)cc1)C(=O)C1CCCC1
-4	u	6%	u	u	u	u	32%[activator]	-46%	N#CC1=C(S)N(c2ccccc2)C(c2ccc(-c3ccccc3Cl)o2)NC1=O (configuration not stated)
-59*	u	-19%	x	13µM*	40µM*	79µM*	28%	-42%	Cc1ccsc1C=Nc1ccc(O)cc1
4	33%	3%	254%[activator]	19%[59 µM]	12%	3%	4%	21%	O=C(CSc1nnc(C2CC2)n1C1CC1)c1ccc(F)cc1
-2	-5%	x	4%	-28%[59 µM]	2%	-29%	24%	14%	Cc1ccc(CCP(=O)(O)CN2CCOCC2)cn1
4	u	14%	u	7.9µM*	-4%	u	0%	-48%	Cc1sc(NC(=O)C2CCCO2)c(C(N)=O)c1C (configuration not stated)
3	11%	-1%	21%	-28%	-3%	-13%	-1%	25%	O=C(N/N=C/c1ccc2c(c1)OCO2)C(=O)Nc1ccccc1
-4	24%	5%	10%	-11%[12.7 µM]	u	-15%	5%	10%	O=C1C(=O)N(CCCn2ccnc2)C(c2ccc([N+](=O)[O-])cc2)/C1=C(\O)c1ccc2c(c1)OCCO2 (configuration not stated)
5	34%	-9%	-3%	44%[activator][59 µM]	-8%	-6%	-8%	-7%	CCN(CC)S(=O)(=O)c1cccc(C(=O)N2CC(O)CC2C(=O)O)c1 (configuration not stated)
-3	61%[activator]	11%	-11%	40µM*	56µM*	-25%	-10%	-2%	CCOc1c(Cl)cc(CNCc2ccccn2)cc1OC
1	6%	-4%	4%	-3%	-9%	-7%	-6%	16%	COc1ccc2ccccc2c1C1NC(=O)NC(C)=C1[N+](=O)[O-] (configuration not stated)
-4	u	-1%	32µM*	8.9µM*	45µM*	25µM*	7%	-26%	COc1ccc(C2NCCc3c2[nH]c2ccccc32)cc1CSc1nc2ccccc2s1 (configuration not stated)
-1	11%	x	-10%	4%[12.7 µM]	3%	-14%	7%	23%	O=C(c1ccco1)N1CCN(S(=O)(=O)Cc2ccc(Cl)cc2)CC1
-5	-5%	-3%	-19%	u	u	u	-10%	-11%	CCCC1CC(C)(c2csc(Nc3ccc(OCC)cc3)n2)OC1=O (configuration not stated)
-2	68%[activator]	11%	u	u	5%	8%	0%	u	COCc1cc(S(=O)c2ccc(Cl)cc2)nc(C)n1 (configuration not stated)
-1	24%	-4%	-17%	-9%[59 µM]	-3%	-11%	8%	-4%	CSCc1ccc(C(=O)NCc2ccc(C)cc2)cc1
1	-5%	2%	6%	-35%	-26%	u	10%	-12%	CN(C)/C=C\C(=C/C(=O)C(F)(F)F)Nc1ccccc1Oc1ccccc1

Look-ups from the results shown:
Under 12-LOX inh, O=C(CSc1nnc(C2CC2)n1C1CC1)c1ccc(F)cc1 shows 254%[activator]
Under BAZ2B inh, COCc1cc(S(=O)c2ccc(Cl)cc2)nc(C)n1 (configuration not stated) shows 5%
Under RGS4 inh, O=C1C(=O)N(CCCn2ccnc2)C(c2ccc([N+](=O)[O-])cc2)/C1=C(\O)c1ccc2c(c1)OCCO2 (configuration not stated) shows 10%
Under BAZ2B inh, CCOc1c(Cl)cc(CNCc2ccccn2)cc1OC shows 56µM*

(more compounds)
PI4K2A block	HP1b chromo inh	ERG Ets-DNA blk	12-LOX inh	G9a inh	BAZ2B inh	JMJD2A Tudor inh	GLS inhibitor	RGS4 inh	SMILES
2	27%	3%	-19%	u	-29%	-16%	2%	7%	Cc1sc(NC(=O)CS(=O)(=O)c2ccccc2)c(C#N)c1C
-4	29%	7%	1%	2%	-24%	0%	-7%	-18%	CCC(=O)c1cn(CC(=O)Nc2c(C)cccc2C)c2ccccc12
0	26%	-1%	1%	6%[59 µM]	-8%	-12%	15%	-7%	CCOc1ccc(NC(=O)CSc2nc(-c3cccc(Cl)c3)nc3c2Cc2c(CO)cnc(C)c2O3)cc1
0	18%	2%	63%[activator]	9%	4%	3%	0%	2%	Cc1cc(/C(N)=N/OC(=O)Nc2cccc(C(F)(F)F)c2)no1
-2	15%	x	1%	13%	u	3%	12%	21%	OC1CCCN(Cc2ccccc2)C1 (configuration not stated)
5	35%[activator]	6%	-6%	6%[59 µM]	-6%	-17%	12%	u	CC(=O)Nc1ccc(S(=O)(=O)N(Cc2ccccc2)C(C)C)cc1
6	-15%	-4%	-13%	u	-38%	-20%	-13%	3%	COc1cc(/C=N/NC(=O)C23CC4CC(CC(C4)C2)C3)cc(Br)c1O
-8	46%[activator]	-6%	18%[57.4 µM]	9%[59 µM]	13%	1%	-1%	-7%	Cn1c(SCC(=O)Nc2ccccc2F)nnc1-c1cccnc1
3	u	7%	u	u	u	1.6µM*	-5%	0%	CCOc1ccc(OCC)c(NC(=O)CN2CCN(c3cccc(C)c3C)CC2)c1
-5	58%[activator]	-1%	-10%	67%[activator][59 µM]	-10%	-9%[57.1 µM]	-6%	-26%	COc1ccc(C(=O)N/N=C(\C)CC(=O)N2CCN(C=O)CC2)cc1

Given with bars between the fields: entries from further up.
structure | PI4K2A block | HP1b chromo inh | ERG Ets-DNA blk | 12-LOX inh | G9a inh | BAZ2B inh | JMJD2A Tudor inh | GLS inhibitor | RGS4 inh
OC1CCCN(Cc2ccccc2)C1 (configuration not stated) | -2 | 15% | x | 1% | 13% | u | 3% | 12% | 21%
Cn1c(SCC(=O)Nc2ccccc2F)nnc1-c1cccnc1 | -8 | 46%[activator] | -6% | 18%[57.4 µM] | 9%[59 µM] | 13% | 1% | -1% | -7%
CCOc1ccc(NC(=O)CSc2nc(-c3cccc(Cl)c3)nc3c2Cc2c(CO)cnc(C)c2O3)cc1 | 0 | 26% | -1% | 1% | 6%[59 µM] | -8% | -12% | 15% | -7%

Remaining list, next part.
PI4K2A block	HP1b chromo inh	ERG Ets-DNA blk	12-LOX inh	G9a inh	BAZ2B inh	JMJD2A Tudor inh	GLS inhibitor	RGS4 inh	SMILES
1	u	1%	-5%	11µM*	u	79µM*	-13%	-6%	c1ccc(-n2cnc3cc(NCc4ccco4)ccc32)cc1
-18	57%[activator]	4%	14%	36%[2.33 µM]	u	-9%	25%	8%	Cc1ccc(S(=O)(=O)NNC(=O)C(=O)NNc2ccccn2)cc1
-8	-17%	3%	u	u	50µM*	50µM*	3%	-10%	Cc1cc(OCC(=O)Nc2ccc(S(=O)(=O)N3CCN(C)CC3)cc2)cc(C)c1Cl
-4	1%	x	2%	-4%[59 µM]	7%	-18%	8%	7%	O=C(O)CSCC(=O)Nc1cc(C(F)(F)F)ccc1Cl
2	14%	-1%	u	u	-37%	-16%	0%	-23%	CCOC(=O)C1=NNC(C(=O)c2ccc(Cl)cc2)C1c1ccc(OC)cc1 (configuration not stated)
-2	-14%	-7%	6%	u	-30%	-10%[11.4 µM]	11%	-13%[11.4 µM]	CC1Oc2ccccc2C=C1/C=N/Nc1ccc(C(=O)O)cc1 (configuration not stated)
-5	29%	16%	u	5%[59 µM]	u	-4%	0%	12%	O=C(Cc1ccc(Cl)cc1)Nc1ccc(S(=O)(=O)Nc2cnc3ccccc3n2)cc1
-2	32%	1%	-20%	-6%[12.7 µM]	-18%	8%	15%	5%	CCC(=O)N1CCc2cc(S(=O)(=O)Nc3ccc4c(c3)OCCO4)ccc21
1	10%	17%	u	u	u	u	-3%	-42%	CC1(C)CC2(CC(c3ccc(F)cc3)c3ccc(O)cc3O2)NC(=S)N1 (configuration not stated)
-1	76%[activator]	13%	0%	x	20%	22%	9%	35%	O=C(Oc1ccccc1)c1cccc2cccc(C(=O)Oc3ccccc3)c12
1	41%	-10%	-37%	-2%[12.7 µM]	2%	-1%	-4%	-24%	COC(=O)c1ccccc1COn1c(=O)c(C)[n+]([O-])c2ccccc21
-9	15%	-10%	u	48%	0%	-10%	-1%	-15%	CCOc1ccccc1NC(=O)c1ccc2c(c1)C(=O)N(CC(C)C)C2=O
-1	32%[activator]	-9%	0%	17%[12.7 µM]	-1%	-15%	17%	40%	CCc1ccc(C(=O)N2CCC(c3nc4ccccc4s3)CC2)cc1
1	u	3%	0%	6.3µM*	-68%	79µM*	25%	-41%	CCN(CC)c1ccc(NC(=O)C2CC3CCC2C3)cc1 (configuration not stated)
0	32%	6%	-17%	x	x	-4%	3%	8%	c1ccc(CCNc2ccccn2)nc1
-3	5%	4%	17%	10%[0.501 µM]	-38%	-23%	2%	-29%	CCOC(=O)C1C(=O)C=C(c2ccc(C)cc2)CC1c1ccco1 (configuration not stated)
0	22%	u	-5%	11%	1%	14%	5%	-8%	COc1ccccc1CNC(=O)CCNC(=O)C1CCN(S(=O)(=O)c2ccccc2)CC1
0	44%[activator]	6%	354%[activator]	-20%	-18%	5%	-21%	-42%	COc1ccccc1NC(=S)NC(=O)CCc1ccccc1

Screening data (PubChem BioAssay)

Only part of the results is shown; the hit share may differ from the screen's.
